NR1D1 modulator: modulators of Rev-erb alpha DNA binding, primary screen, biochemical, FITC-DNA, fluorescence polarization, uHTS. Nuclear receptor subfamily 1 group D member 1 (Homo sapiens), P20393. Rev-erbα–FITC-DNA binding, 90 min. activity, % at 10 µM. actives 0.79% (n = 370,000);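 active means activity above about 14%, limit read from the data; passing the limit was not always enough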;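 further: 0% = DMSO wells with 35 nM protein and 100% = DMSO wells with 750 nM protein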
proKLK7 act: proKLK7 zymogen activators, primary screen, biochemical, fluorescence intensity. purified proKLK7, EDANS-DABCYL substrate fluorescence; 100% is mature enzyme control, 0% vehicle. activation, % at 7 µM. Kallikrein-7 (Homo sapiens), P49862. actives 0.9% (n = 370,000);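 active means activation above the mean of all tested compounds plus 3 SD, computed per campaign excluding outliers beyond control limits, cut at about 13% in these data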
Target sequence (P49862 whole entry, looked up): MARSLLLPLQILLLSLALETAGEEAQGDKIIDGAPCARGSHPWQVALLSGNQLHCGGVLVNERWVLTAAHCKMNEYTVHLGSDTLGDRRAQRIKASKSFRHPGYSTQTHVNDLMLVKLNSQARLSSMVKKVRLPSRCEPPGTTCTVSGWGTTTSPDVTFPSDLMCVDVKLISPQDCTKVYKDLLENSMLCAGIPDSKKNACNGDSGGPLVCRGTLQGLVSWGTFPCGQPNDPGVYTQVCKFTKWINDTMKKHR
sPLA2-III inh: human group III sPLA2 inhibitors, primary screen, biochemical, QFRET, BODIPY PC-A2 liposome substrate. Group 3 secretory phospholipase A2 (Homo sapiens), Q9NZ20. QFRET BODIPY PC-A2 liposome hydrolysis, fluorescence. inhibition, % at 12.2 µM. actives 0.56% (n = 370,000);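 active means inhibition above mean plus 3 SD of compounds lying within the high and low control bounds, cut at about 19% in these data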;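 further: 0% = median of test compound wells and 100% = no enzyme DMSO wells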
Target sequence (Q9NZ20 whole entry, looked up): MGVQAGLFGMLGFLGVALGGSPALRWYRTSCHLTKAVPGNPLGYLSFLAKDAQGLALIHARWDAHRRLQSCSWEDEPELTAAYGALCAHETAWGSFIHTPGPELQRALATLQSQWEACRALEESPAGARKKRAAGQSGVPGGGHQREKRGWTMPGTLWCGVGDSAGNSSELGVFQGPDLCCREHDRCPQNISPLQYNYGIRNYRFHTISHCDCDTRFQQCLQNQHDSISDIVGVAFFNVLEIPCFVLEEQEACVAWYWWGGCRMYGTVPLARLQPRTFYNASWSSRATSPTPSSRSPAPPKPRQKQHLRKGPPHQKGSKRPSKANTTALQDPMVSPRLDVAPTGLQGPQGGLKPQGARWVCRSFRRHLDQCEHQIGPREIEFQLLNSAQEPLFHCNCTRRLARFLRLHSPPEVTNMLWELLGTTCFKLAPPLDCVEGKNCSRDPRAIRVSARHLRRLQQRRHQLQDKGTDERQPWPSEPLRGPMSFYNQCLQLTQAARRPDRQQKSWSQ
ARFGAP1 inhibitor: inhibitors of rat ARFGAP1 GAP activity, primary screen, biochemical, fluorescence polarization, GDP tracer | Arfgap1-stimulated ARF1 GTP hydrolysis, GDP FP detection | actives 0.26% (n = 360,000) | inhibition, % at 16.5 µM;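 active means inhibition above a per-plate limit, mean inhibition of low control wells plus 3 SD, cut at about 25% in these data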;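 further: 0% = DMSO wells with enzyme and 100% = wells lacking Arfgap1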
Target sequence (Q62848 1-136 limits assumed): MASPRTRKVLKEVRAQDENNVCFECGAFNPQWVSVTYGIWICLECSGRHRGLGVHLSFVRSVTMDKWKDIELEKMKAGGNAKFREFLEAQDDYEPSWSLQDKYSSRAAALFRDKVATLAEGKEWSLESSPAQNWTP
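system = rat Arfgap1 catalytic domain, aa 1-136 | technique = FP, GDP Alexa 633 tracer displaced from anti-GDP antibody, 620/688 nm | compound = one concentration, 16.5 µM, DMSO 1.26% | medium = HEPES-based buffer, pH 7.5 | timing = compound-enzyme preincubation 20 min, reaction 120 min, detection 60 min, 25 °C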
DDE Tn7 FP inh: inhibitors of Tn7 peptide binding to fibrin DD(E), primary screen, biochemical, fluorescence polarization, human fibrin, Tn7 probe; Fibrinogen beta chain (Homo sapiens), P02675; FP displacement of FITC-Tn7 peptide from fibrin DD(E); 0% = median of compound wells per plate; inhibition, % at 8.3 µM; actives 0.13% (n = 370,000);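 active means inhibition above the mean of compounds falling within the control limits plus 3 SD of them, cut at about 14% in these data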;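 further: 0% = plate median of compound wells and 100% = 10 µM Aha-Tn7 peptide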
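Test system – human fibrin DD(E) · Times – 10 min preincubation, 3 h with tracer, room temperature · Detection – fluorescence polarization of the labelled Tn7 tracer · Measure – percent inhibition normalized to high-control wells · Benchmarks – high control wells with 10 µM unlabelled Aha-Tn7 peptide (full inhibition) · Repeats – singlicate testing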
PLC-gamma1 inh: PLC-gamma1 enzyme inhibitors, primary screen, biochemical, fluorescence, purified enzyme. 1-phosphatidylinositol 4,5-bisphosphate phosphodiesterase gamma-1 (Homo sapiens), P19174. fluorogenic substrate. inhibition, % at 12.2 µM. actives 0.84% (n = 370,000); in the data active means inhibition above about 9.5%
PLC-beta3 inh: human PLC-beta3 inhibitors, primary screen, biochemical, fluorescence; 1-phosphatidylinositol 4,5-bisphosphate phosphodiesterase beta-3 (Homo sapiens), Q01970; Purified PLC-beta3, fluorogenic substrate; inhibition, % at 12.2 µM; actives 0.18% (n = 370,000); in the data active means inhibition above about 11%;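 further: 0% = median of compound wells on plate and 100% = full blocker control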
DDE Tn6 FP inh: inhibitors of Tn6 peptide binding to fibrin DD(E), primary screen, biochemical, fluorescence polarization, human fibrin, Tn6 probe; inhibition, % at 8.3 µM; Fibrin DD(E) TRITC-Tn6 fluorescence polarization displacement; actives 0.21% (n = 370,000); AID 720509, 2013;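 active means inhibition above a per-campaign cutoff: mean of compounds within control limits plus 3 SD, cut at about 15% in these data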;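 further: 0% = median of all compound wells on the plate and 100% = blocking peptide control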
UHRF1 binding: UHRF1 methylated DNA binding inhibitors, primary screen, counter-screen for MBD2 inhibitor project, biochemical, TR-FRET, human UHRF1, single concentration. inhibition, % at 4.4 µM. UHRF1 binding to methylated oligo. actives 0.75% (n = 370,000). AID 687016, 2013; in the data active means inhibition above about 21%;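 further: UHRF1 SRA domain binding a hemimethylated CpG hairpin DNA probe; 0% = median of test compound wells and 100% = reference inhibitor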
ASAP1 inh: inhibitors of human ASAP1 ArfGAP activity, primary screen, biochemical, fluorescence polarization | actives 0.19% (n = 360,000) | Arf-GAP with SH3 domain, ANK repeat and PH domain-containing protein 1 (Homo sapiens), … | inhibition, % at 16.5 µM | AID 624377, 2012 | ASAP1-stimulated ARF1 GTP hydrolysis, GDP FP detection; in the data active means inhibition above about 25%;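 further: 0% = vehicle with enzyme and substrate and 100% = no enzyme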
Starred values were filed as active, the others as inactive.

For Cc1ccccc1-n1c(C)nnc1SCC(=O)N1CCc2ccccc2C1 the results were NR1D1 modulator 4, proKLK7 act -0.7, sPLA2-III inh 4, ARFGAP1 inhibitor 4, DDE Tn7 FP inh 5, PLC-gamma1 inh 1, PLC-beta3 inh -1, DDE Tn6 FP inh 4, UHRF1 binding 3 and ASAP1 inh 4.
`O=C(c1ccco1)N1C2C=CC(C2)C1(C(F)(F)F)C(F)(F)F` (centres undefined) gave NR1D1 modulator 0, proKLK7 act 0.4, sPLA2-III inh -2, ARFGAP1 inhibitor -10, DDE Tn7 FP inh -3, PLC-gamma1 inh 6, PLC-beta3 inh 7, DDE Tn6 FP inh -4, UHRF1 binding 1 and ASAP1 inh 12.
For c1ccc(NNC2=NCCCCC2)cc1 the results were NR1D1 modulator 3, proKLK7 act -0.1, sPLA2-III inh 11, ARFGAP1 inhibitor -6, DDE Tn7 FP inh 4, PLC-gamma1 inh 2, PLC-beta3 inh 1, DDE Tn6 FP inh -6, UHRF1 binding 4 and ASAP1 inh 1.
`COc1ccc(Nc2nnc(-c3ccc(C(=O)NCCO)cc3)c3ccccc23)cc1` gave NR1D1 modulator 4, proKLK7 act -0.3, sPLA2-III inh 0, ARFGAP1 inhibitor 5, DDE Tn7 FP inh -2, PLC-gamma1 inh -15, PLC-beta3 inh -26, DDE Tn6 FP inh 0, UHRF1 binding -1 and ASAP1 inh -14.
For CC(Oc1ccccc1)C(=O)N/N=C/c1ccccn1 (centres undefined) the results were NR1D1 modulator -2, proKLK7 act 0.5, sPLA2-III inh -1, ARFGAP1 inhibitor -4, DDE Tn7 FP inh 3, PLC-gamma1 inh 3, PLC-beta3 inh -1, DDE Tn6 FP inh -2, UHRF1 binding -4 and ASAP1 inh -2.
`O=C1CSC(c2cccc([N+](=O)[O-])c2)N1c1ccc(O)cc1` (centres undefined) gave NR1D1 modulator 3, proKLK7 act -0.2, sPLA2-III inh -6, ARFGAP1 inhibitor -3, DDE Tn7 FP inh 5, PLC-gamma1 inh -3, PLC-beta3 inh -2, DDE Tn6 FP inh 4, UHRF1 binding 1 and ASAP1 inh 4.
Screening CCCCn1c(N)c(N(CC(C)C)C(=O)c2cc3c(s2)CCCCC3)c(=O)[nH]c1=O returned NR1D1 modulator 1, proKLK7 act -0.3, sPLA2-III inh 4, ARFGAP1 inhibitor 8, DDE Tn7 FP inh -3, PLC-gamma1 inh -4, PLC-beta3 inh -1, DDE Tn6 FP inh -5, UHRF1 binding 57* and ASAP1 inh -10.
For Cc1ccc(N=Cc2cc(Br)cc(Cl)c2O)cc1 the results were NR1D1 modulator -3, proKLK7 act -1.4, sPLA2-III inh -2, ARFGAP1 inhibitor -6, DDE Tn7 FP inh -4, PLC-gamma1 inh -5, PLC-beta3 inh -4, DDE Tn6 FP inh -1, UHRF1 binding 0 and ASAP1 inh 11.
Screening CC(=O)N1[C@H](C)C=C[C@]1(Cc1ccccc1)C(=O)NCc1cc(F)cc(C(F)(F)F)c1 returned NR1D1 modulator 0, proKLK7 act 0.0, sPLA2-III inh 0, ARFGAP1 inhibitor 0, DDE Tn7 FP inh -1, PLC-gamma1 inh -2, PLC-beta3 inh 2, DDE Tn6 FP inh 2, UHRF1 binding 1 and ASAP1 inh -10.
`COc1ccc(C(=O)NC2CCN(S(=O)(=O)c3ccc(C)cc3)CC2)cc1` gave NR1D1 modulator -2, proKLK7 act -0.2, sPLA2-III inh 0, ARFGAP1 inhibitor -4, DDE Tn7 FP inh -4, PLC-gamma1 inh 0, PLC-beta3 inh -3, DDE Tn6 FP inh -5, UHRF1 binding -3 and ASAP1 inh 2.
CCOC(=O)N1CCN(C(=O)COC(=O)C2CCN(S(=O)(=O)c3c(C)c(C)cc(C)c3C)CC2)CC1 was read as NR1D1 modulator 1, proKLK7 act 1.1, sPLA2-III inh 1, ARFGAP1 inhibitor -3, DDE Tn7 FP inh -6, PLC-gamma1 inh 0, PLC-beta3 inh -8, DDE Tn6 FP inh 3, UHRF1 binding 1 and ASAP1 inh -1.
`COc1ccccc1CC(=O)NNS(=O)(=O)c1cccc([N+](=O)[O-])c1` gave NR1D1 modulator 5, proKLK7 act 0.2, sPLA2-III inh 1, ARFGAP1 inhibitor 1, DDE Tn7 FP inh 6, PLC-gamma1 inh 2, PLC-beta3 inh -8, DDE Tn6 FP inh 0, UHRF1 binding 3 and ASAP1 inh -6.
Cc1ccc(OCC(=O)Nc2ccc(NC(=O)c3ccccc3)cc2)cc1C was read as NR1D1 modulator -1, proKLK7 act -0.1, sPLA2-III inh -1, ARFGAP1 inhibitor -1, DDE Tn7 FP inh 4, PLC-gamma1 inh -2, PLC-beta3 inh -5, DDE Tn6 FP inh 4, UHRF1 binding -10 and ASAP1 inh -2.
Screening CN(C(=O)CSc1nnc2ccccn12)c1c(N)n(Cc2ccccc2)c(=O)[nH]c1=O returned NR1D1 modulator 4, proKLK7 act 0.2, sPLA2-III inh 9, ARFGAP1 inhibitor 0, DDE Tn7 FP inh 0, PLC-gamma1 inh -2, PLC-beta3 inh 1, DDE Tn6 FP inh 1, UHRF1 binding 1 and ASAP1 inh -5.
`Nc1c(C(=O)NCc2ccc3c(c2)OCO3)nnn1Cc1ccc(Br)cc1` gave NR1D1 modulator -11, proKLK7 act -0.2, sPLA2-III inh -5, ARFGAP1 inhibitor -6, DDE Tn7 FP inh 3, PLC-gamma1 inh -2, PLC-beta3 inh -10, DDE Tn6 FP inh 2, UHRF1 binding -1 and ASAP1 inh 0.
Screening CCOC(=O)N1CCN(C(=O)C2CCCN(S(=O)(=O)c3cc(C)ccc3OC)C2)CC1 (centres undefined) returned NR1D1 modulator -4, proKLK7 act -0.1, sPLA2-III inh -3, ARFGAP1 inhibitor 13, DDE Tn7 FP inh -6, PLC-gamma1 inh 5, PLC-beta3 inh 0, DDE Tn6 FP inh 2, UHRF1 binding 4 and ASAP1 inh -2.
For Cc1ccn(CC(=O)NC2CCCN(Cc3ccc(CC(C)C)cc3)C2)n1 (centres undefined) the results were NR1D1 modulator 2, proKLK7 act -0.5, sPLA2-III inh 2, ARFGAP1 inhibitor 4, DDE Tn7 FP inh 10, PLC-gamma1 inh -1, PLC-beta3 inh -3, DDE Tn6 FP inh 2, UHRF1 binding 2 and ASAP1 inh 3.
Screening COc1ccc(CN2CCCC(C(=O)N3CCCC3)C2)c(OC)c1OC (centres undefined) returned NR1D1 modulator 3, proKLK7 act -0.1, sPLA2-III inh 6, ARFGAP1 inhibitor 1, DDE Tn7 FP inh -4, PLC-gamma1 inh 11*, PLC-beta3 inh 7, DDE Tn6 FP inh -4, UHRF1 binding 2 and ASAP1 inh 1.
CC(=O)Nc1ccc(NC(=O)C2CC(=O)N(c3cccc(Cl)c3)C2)cc1 (centres undefined) was read as NR1D1 modulator -2, proKLK7 act 0.3, sPLA2-III inh 5, ARFGAP1 inhibitor -8, DDE Tn7 FP inh 1, PLC-gamma1 inh 4, PLC-beta3 inh 1, DDE Tn6 FP inh 0, UHRF1 binding 3 and ASAP1 inh -5.
For CCOc1cccc(OCCCCN2CCOCC2)c1 the results were NR1D1 modulator 6, proKLK7 act 0.0, sPLA2-III inh 8, ARFGAP1 inhibitor 8, DDE Tn7 FP inh 2, PLC-gamma1 inh 3, PLC-beta3 inh 0, DDE Tn6 FP inh 2, UHRF1 binding 0 and ASAP1 inh -12.
`Fc1ccc(NC(=S)N2CCN(c3ccccn3)CC2)cc1Cl` gave NR1D1 modulator 5, proKLK7 act 0.1, sPLA2-III inh 7, ARFGAP1 inhibitor 2, DDE Tn7 FP inh 0, PLC-gamma1 inh 1, PLC-beta3 inh 3, DDE Tn6 FP inh 0, UHRF1 binding -3 and ASAP1 inh -4.
For CS(=O)(=O)c1ccc(-c2csc(C(O)c3cccc(Cl)c3)n2)cc1 (centres undefined) the results were NR1D1 modulator 7, proKLK7 act -1.1, sPLA2-III inh -6, ARFGAP1 inhibitor 18, DDE Tn7 FP inh 4, PLC-gamma1 inh -1, PLC-beta3 inh 0, DDE Tn6 FP inh 1, UHRF1 binding 0 and ASAP1 inh 10.
`O=C(CN1CCN(c2ccc(O)cc2)CC1)Nc1ccccc1C(=O)NCCc1ccccc1` gave NR1D1 modulator -8, proKLK7 act 0.3, sPLA2-III inh 0, ARFGAP1 inhibitor 0, DDE Tn7 FP inh -6, PLC-gamma1 inh -1, PLC-beta3 inh -13, DDE Tn6 FP inh -10, UHRF1 binding 0 and ASAP1 inh 1.

By substructure, the entries above with fluorine.
`O=C(c1ccco1)N1C2C=CC(C2)C1(C(F)(F)F)C(F)(F)F` (centres undefined) gave NR1D1 modulator 0, proKLK7 act 0.4, sPLA2-III inh -2, ARFGAP1 inhibitor -10, DDE Tn7 FP inh -3, PLC-gamma1 inh 6, PLC-beta3 inh 7, DDE Tn6 FP inh -4, UHRF1 binding 1 and ASAP1 inh 12.
Screening CC(=O)N1[C@H](C)C=C[C@]1(Cc1ccccc1)C(=O)NCc1cc(F)cc(C(F)(F)F)c1 returned NR1D1 modulator 0, proKLK7 act 0.0, sPLA2-III inh 0, ARFGAP1 inhibitor 0, DDE Tn7 FP inh -1, PLC-gamma1 inh -2, PLC-beta3 inh 2, DDE Tn6 FP inh 2, UHRF1 binding 1 and ASAP1 inh -10.
`Fc1ccc(NC(=S)N2CCN(c3ccccn3)CC2)cc1Cl` gave NR1D1 modulator 5, proKLK7 act 0.1, sPLA2-III inh 7, ARFGAP1 inhibitor 2, DDE Tn7 FP inh 0, PLC-gamma1 inh 1, PLC-beta3 inh 3, DDE Tn6 FP inh 0, UHRF1 binding -3 and ASAP1 inh -4.
